# LAP4 TOR yeast: modulators of TOR pathway LAP4-GFP in S. cerevisiae | S. cerevisiae LAP4-GFP multiplex, flow cytometry GFP, 3 h; median GFP as percent of DMSO wells | GFP response vs DMSO, % at 10 µM | 320,000 compounds, 0.34% hits;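 active means GFP response vs DMSO above a set limit, about the screen mean plus 3 SD, cut at about 150% in these data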
# Efflux pump mplx: inhibitors of Candida antifungal efflux pumps expressed in yeast; AID 485275; inhibition, % at 10 µM; 330,000 compounds, 0.44% hits; S. cerevisiae Candida pump triplex, Nile Red efflux;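 active means plate passing quality check with inhibition over a set limit, or well fluorescence over plate mean plus 4 SD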;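 further: Nile Red retained in pooled yeast measured as flow cytometry median fluorescence; 0% = buffer negative control and 100% = Enniatin B positive control; higher means more Nile Red kept so more efflux inhibition; some compounds called inactive have numbers as strong as hits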
# AGP1 TOR yeast: alters AGP1-GFP fluorescence in TOR pathway yeast screen | 320,000 compounds, 0.02% hits | AID 2066 | S. cerevisiae AGP1-GFP multiplex flow cytometry, 3 h; GFP as percent of DMSO wells | GFP response vs DMSO, % at 10 µM;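 active means GFP response relative to DMSO above a set limit, near screen average plus 3 SD, cut at about 150% in these data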;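 further: median GFP channel fluorescence of the gated AGP1 strain per well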
# AHR activator: human AHR activation; P35869; AHR-responsive luciferase reporter cells, luminescence; activation, % at 5 µM; 320,000 compounds, 2.5% hits; in the data active means activation above about 47%;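 further: 0% = vehicle wells and 100% = reference agonist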
# Target sequence (P35869 whole entry, looked up): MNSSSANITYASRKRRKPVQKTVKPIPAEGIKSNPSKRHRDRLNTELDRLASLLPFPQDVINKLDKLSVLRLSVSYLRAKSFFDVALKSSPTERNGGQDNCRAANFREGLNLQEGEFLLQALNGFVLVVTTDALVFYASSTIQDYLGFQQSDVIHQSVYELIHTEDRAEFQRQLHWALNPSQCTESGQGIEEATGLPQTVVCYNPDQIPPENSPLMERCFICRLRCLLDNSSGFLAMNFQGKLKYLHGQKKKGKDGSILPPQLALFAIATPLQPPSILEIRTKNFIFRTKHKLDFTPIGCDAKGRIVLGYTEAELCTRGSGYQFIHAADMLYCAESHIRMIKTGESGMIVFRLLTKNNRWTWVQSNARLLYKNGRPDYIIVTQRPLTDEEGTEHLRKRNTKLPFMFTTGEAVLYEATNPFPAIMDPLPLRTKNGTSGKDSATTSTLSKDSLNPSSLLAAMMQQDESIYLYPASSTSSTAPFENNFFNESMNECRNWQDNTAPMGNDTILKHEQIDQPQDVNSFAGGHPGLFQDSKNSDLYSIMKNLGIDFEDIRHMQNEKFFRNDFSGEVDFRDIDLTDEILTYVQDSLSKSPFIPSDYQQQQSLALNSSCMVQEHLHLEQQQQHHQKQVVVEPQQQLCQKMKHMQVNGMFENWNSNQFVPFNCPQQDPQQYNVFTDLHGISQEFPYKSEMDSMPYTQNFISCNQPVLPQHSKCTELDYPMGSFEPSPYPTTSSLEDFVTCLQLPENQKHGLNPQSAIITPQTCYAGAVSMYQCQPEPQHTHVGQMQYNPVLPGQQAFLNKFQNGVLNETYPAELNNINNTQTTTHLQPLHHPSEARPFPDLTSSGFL
# CR mimetic SO: caloric restriction mimetics inhibiting age-related superoxide in yeast; superoxide response (% of plate mean), % at 10 µM; 330,000 compounds, 0.18% hits; S. cerevisiae aged cells, superoxide DHE fluorescence; active compounds read low;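 active means superoxide response under a set limit, about three screen SD below normal, cut at about 65% in these data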;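 further: yeast aged for seven days with compound at 30 °C before DHE staining; 100% = average MFI of all compound-treated wells on the plate with controls excluded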
# CIT2 TOR yeast: modulators of TOR pathway CIT2-GFP in S. cerevisiae; S. cerevisiae CIT2-GFP strain, flow cytometry, 3 h; 100 means same as DMSO wells; GFP response vs DMSO, % at 10 µM; 320,000 compounds, 0.065% hits; AID 2029;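 active means GFP response relative to DMSO above a set limit, near the screen mean plus 3 SD, cut at about 150% in these data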;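 further: ratio of well median GFP fluorescence to mean of DMSO wells on the plate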
# MEP2 TOR yeast: alters MEP2-GFP fluorescence in TOR pathway yeast screen | S. cerevisiae MEP2-GFP strain, flow cytometry GFP, 3 h; 100% = DMSO control level | GFP response vs DMSO, % at 10 µM | 330,000 compounds, 0.51% hits | AID 2016;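 active means GFP response versus DMSO above a set limit, roughly screen mean plus 3 SD, cut at about 180% in these data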;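 further: median GFP fluorescence of the barcode-gated MEP2-GFP cells per well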
# RPL19A TOR yeast: yeast TOR pathway RPL19A-GFP modulation | S. cerevisiae RPL19A-GFP strain, flow cytometry, 3 h; active compounds read low | percent response vs DMSO, % at 10 µM | 330,000 compounds, 0.3% hits | AID 2025;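 active means percent response vs DMSO below 50%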;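 further: median channel GFP fluorescence of the barcoded RPL19A-GFP strain; ratio of sample median GFP to plate DMSO average so 100% = DMSO; lower means less RPL19A-GFP as with rapamycin TOR inhibition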
# * = called active by the depositor; · = not tested or not shown.
Structure,LAP4 TOR yeast,CR mimetic SO,CIT2 TOR yeast,Efflux pump mplx,MEP2 TOR yeast,AHR activator,RPL19A TOR yeast,AGP1 TOR yeast
O=C(COC(=O)C1COc2ccccc2O1)Nc1ccc2c(c1)CCC2 (stereo not drawn),95,96,95,0.0,100,1,97,91
O=[N+]([O-])c1cc(Cl)ccc1Sc1cccc2cccnc12,114,92,90,-0.1,103,-1,95,98
COc1ccc2c(c1)cc(C(=O)N[C@@H](CCSC)C(=O)N1CCC(C(=O)O)CC1)n2C,90,97,102,0.0,106,4,104,102
O=C(O)c1ccc(NS(=O)(=O)c2ccc3c(c2)C(=O)c2cc(S(=O)(=O)Nc4ccc(C(=O)O)cc4)ccc2-3)cc1,89,85,105,-0.1,100,-1,101,105
CCCc1cc(=O)oc2c(CN3CCOCC3)c(O)ccc12,105,103,103,-0.2,100,1,100,97
O=C(Nc1ccccc1NC(=O)c1csnn1)c1csnn1,96,92,96,-0.1,97,1,97,101
Cc1ccc(-c2csc(NCCc3nc4cc(Cl)c(Cl)cc4n3CCCO)n2)cc1,105,89,101,0.0,120,18,99,100
COc1c(C)cc(S(=O)(=O)NCc2ccccn2)c(C)c1C,91,97,102,-0.1,100,0,100,94
O=C(NCc1csc2ccc(Cl)cc12)Nc1ccccc1,106,114,97,0.1,97,-8,95,106
N#Cc1c(NC(=O)C2CC2)sc2c1CCCCC2,93,113,91,0.0,106,0,96,96
O=[N+]([O-])c1ccc2[nH]cc(S(=O)(=O)N3CCN(c4cccc(Cl)c4)CC3)c2c1,112,96,102,-0.1,96,-1,98,104
COc1ccc(CNS(=O)(=O)c2cc3c4c(c2)C(C)C(=O)N4CCC3)cc1 (stereo not drawn),99,85,107,0.0,106,2,103,103
Cc1ccc(S(=O)(=O)N2CCCC(C(=O)NCc3cccnc3)C2)cc1Cl (stereo not drawn),77,96,91,-0.1,78,2,95,·
COc1ccc(C(=O)NC(=S)NNC(=O)c2c(-c3ccccc3)noc2C)cc1OC,106,71,112,0.3,111,5,89,96
CSc1nc(C(=O)N2CCc3c([nH]c4ccccc34)C2c2ccccn2)cs1 (stereo not drawn),95,91,83,0.2,89,9,89,·
O=C(Cn1c(=O)oc2cc(S(=O)(=O)N3CCCC3)ccc21)N1CCN(c2ccccc2F)CC1,100,105,98,0.5,106,0,103,98
O=C(COc1ccc(Br)cc1CO)Nc1ccccc1F,99,98,92,0.0,100,-12,98,98
COc1ccccc1CN(Cc1nc2ccccc2c(=O)[nH]1)C(=O)Nc1cccc(C)c1,98,96,107,0.0,97,18,99,95
CCOCCCNC(=O)c1ccc(NC(=O)C2CCCO2)cc1 (stereo not drawn),108,94,99,-0.1,101,2,105,113
O=C(c1cccc(F)c1)N1CCN=C1SCc1cccnc1,99,102,102,0.0,101,3,101,103
CCOC(=O)C1=C(COC(=O)Cc2ccc(Cl)cc2)NC(=O)NC1C (stereo not drawn),99,122,98,0.0,102,0,97,102
CSCCC(NC(=O)c1ccccc1)C(=O)OCC(=O)c1ccc[nH]1 (stereo not drawn),102,86,107,-0.3,106,1,100,104
NC(=O)C1Cc2ccccc2CN1C(=O)c1cc(C2CC2)nn1-c1ccccc1 (stereo not drawn),99,94,95,0.2,97,0,94,98
COc1ccc(N2CCN(S(=O)(=O)c3ccc4c(c3)N(C(C)=O)CCO4)CC2)cc1,91,101,101,-0.1,93,-1,96,103
COc1ccc(-c2csc(C3=C(O)CN(Cc4ccc(Cl)cc4)C3=N)n2)cc1OC,95,97,97,0.1,97,-10,96,96
O=C(Nc1cn(-c2ccccc2)nc1-c1ccc(F)cc1)c1ccccc1,81,95,105,0.5,93,7,102,97
COc1ccc(CCNC(=O)C2CC2)cc1,122,89,98,0.0,107,-2,100,111
COc1ccc(N2CSC3=C(C#N)C(c4cccc(OC)c4OC)CC(=O)N3C2)cc1 (stereo not drawn),99,103,96,0.0,97,4,98,99
CC(C)CC(c1nnnn1C(C)C)N1CCN(C(=O)c2ccco2)CC1 (stereo not drawn),94,99,82,0.1,89,0,84,90
O=C(OCc1cc(=O)n2c(n1)sc1ccccc12)c1cccc(O)c1,90,100,97,-0.2,102,6,99,95
O=C(NC(=S)Nc1ccccc1O)c1cccnc1,82,95,104,0.0,102,58*,102,96
CC(C)(C)c1ccc(C(=O)NCCn2c(N)c(C#N)c3nc4ccccc4nc32)cc1,94,91,104,0.5,102,3,99,99
O=C(CCC(=O)c1cccs1)Nc1ccccc1F,77,99,82,0.0,85,3,83,88
Cc1ccc(NC(=O)C2CCCN2S(=O)(=O)c2ccc3c(c2)n(C)c(=O)c(=O)n3C)cc1 (stereo not drawn),96,106,94,0.1,101,0,96,101
Cc1cc2ncn(C3CC(=O)N(Cc4ccc(N5CCCC5=O)cc4)C3=O)c2cc1C (stereo not drawn),104,84,112,0.0,114,9,107,108
CC(C)(C)c1ccc(OCC(=O)NNC(=O)C2CCCO2)cc1 (stereo not drawn),100,94,96,0.0,102,12,106,104
CCCCc1ccc(NC(=O)CSc2nc(=O)n(CCN(CC)CC)c3c2CCCC3)cc1,102,85,106,0.0,100,-3,100,103
Cc1ccc(CS(=O)(=O)CC(C)(O)c2ccccc2)cc1 (stereo not drawn),104,87,112,0.0,108,0,106,108
CC1CN(C(=O)CCC(=O)NCc2ccc(F)cc2)c2ccccc2S1 (stereo not drawn),116,110,93,0.2,97,2,103,93
CCOC(=O)Cc1csc(NC(=O)Cc2ccc([N+](=O)[O-])cc2)n1,93,95,96,0.7,111,-6,95,94
COCCCn1c(SCc2cccc(C(F)(F)F)c2)nc2cc(OC)c(OC)cc2c1=N,97,102,105,0.0,98,9,100,103
CSc1cccc(NC(=O)CCc2ccccc2)c1,105,88,89,0.0,99,14,98,96
CC(C)c1csc(CN2CCN(Cc3ccc(F)c(F)c3)C(CCO)C2)n1 (stereo not drawn),100,96,123,-0.3,111,0,102,117
O=C(O)c1ccc(COc2ccc(/C=N/NC(=O)c3cccs3)cc2)cc1,114,97,102,-0.2,107,0,99,100
Cc1ccc(Nc2nc(CSc3nnc(-c4ccncc4)n3-c3ccccc3C)cs2)cc1,107,111,94,0.3,102,32,101,92
Cc1cc(C(=O)OCC(=O)NCc2ccccc2Cl)c(C)o1,104,96,100,0.0,100,-1,108,106
CN(C)S(=O)(=O)c1ccc2c(c1)nc1n2CCC1,87,102,79,0.2,87,1,84,78
O=C(c1ccc(N2C(=O)C3CCCCC3C2=O)cc1)N1CCCCC1 (stereo not drawn),92,96,110,0.0,99,-2,106,100
CCN(C(=O)CSc1nc2ccccc2c(=O)n1-c1ccc(C)cc1)C1CCS(=O)(=O)C1 (stereo not drawn),107,106,98,0.2,100,0,100,109
CCn1c(SCC(=O)Nc2oc(-c3ccccc3)c(-c3ccccc3)c2C#N)nnc1-c1ccco1,97,103,93,0.1,94,4,96,99

# More records follow.
Structure,LAP4 TOR yeast,CR mimetic SO,CIT2 TOR yeast,Efflux pump mplx,MEP2 TOR yeast,AHR activator,RPL19A TOR yeast,AGP1 TOR yeast
O=C1CCN2C=Nc3cccc4ccc1c2c34,103,99,95,0.1,105,9,101,98
Cc1ccc(OCc2nnc(SCC(=O)N3CCOCC3)n2C)cc1,99,96,101,-0.2,104,0,98,98
CCN1CCN(C(=O)c2ccc(Cl)c(S(=O)(=O)N(C)c3ccccc3)c2)CC1,103,110,92,0.2,94,0,97,97
COc1cccc(C(=O)Nc2cc(S(=O)(=O)N3CCCCC3)ccc2OC)c1,102,99,105,0.3,106,2,113,101
CC1CC(c2ccccc2)NS(=O)(=O)O1 (stereo not drawn),105,92,67,0.0,91,-2,94,74
CC(Sc1nnc(CC(=O)Nc2ccccc2F)n1C)C(=O)Nc1nccs1 (stereo not drawn),108,102,111,-0.1,105,2,109,110
C/C(=N/NC(=O)c1nnn(-c2nonc2N)c1COc1ccccc1)c1ccc(O)cc1,97,95,95,0.0,92,4,100,99
COc1ccc(OC)c(Nc2c3ccccc3nc3ccccc23)c1,88,113,92,-0.1,95,1,97,94
COc1cc(C(c2sc3nc(C)nn3c2O)N2CC(C)CC(C)C2)cc(OC)c1OC (stereo not drawn),110,90,89,0.2,94,1,91,94
CC(NC(=O)Cc1cccs1)c1ccc2c(c1)OCO2 (stereo not drawn),99,105,102,-0.2,99,1,97,97
O=C(Nc1ccsc1C(=O)O)c1ccccc1Cl,96,81,110,-0.1,114,4,112,104
COc1ccccc1CNC(=O)C1CCC(=O)N(CCCc2ccccc2)C1 (stereo not drawn),100,104,104,0.1,110,0,103,107
CC(=O)Nc1ccc(NC(=O)CSc2ccc(-c3ccco3)nn2)cc1,98,92,97,0.2,105,4,95,99
Cc1ccc(C(C)NC(=O)Cc2cccs2)cc1C (stereo not drawn),101,101,104,0.0,102,-1,100,97
CCC(C)Oc1nc2ccccc2nc1NS(=O)(=O)c1ccccc1 (stereo not drawn),94,94,93,0.0,92,6,100,·
O=C(CNC(=O)c1ccc(Br)o1)NCc1cccc(Cl)c1,89,92,96,0.1,102,-1,103,95
O=C(Cn1cc(C(=O)c2cccs2)c2ccccc21)NCC1CCCO1 (stereo not drawn),96,105,96,0.0,101,2,99,99
CN1CCN(C(=O)c2ccccc2NC(=O)c2ccccc2)CC1,67,93,105,0.0,95,·,103,89
CC(=O)N1CN(Cc2ccccn2)Cc2c1sc1c2CCCC1,102,97,110,0.0,103,8,95,105
COc1ccc(Nc2ncnc3c2c(C)c(C)n3CCCN(C)C)cc1,103,97,105,-0.1,114,0,109,107
CCOc1ccc(NS(=O)(=O)c2ccc(C(=O)NC3CCC(O)CC3)cc2)cc1 (stereo not drawn),99,117,100,-0.1,94,6,96,103
CC(=O)NCCc1ccc(S(=O)(=O)Nc2ccc(C)c(S(=O)(=O)N3CCOCC3)c2)cc1,93,114,111,-0.1,104,-1,107,104
Cc1nn(-c2nc3ccccc3[nH]2)c(N)c1-c1ccc(Cl)cc1,114,93,97,0.2,104,15,97,89
c1ccc(-c2ccnc3ncnn23)nc1,96,109,94,0.1,100,-2,102,100
O=C(Cc1ccccc1)Nc1nnc(-c2ccco2)s1,98,111,107,0.0,93,-4,100,106
Cc1nc(SCC(=O)Nc2ccc(C)c(F)c2)c2oc3ccccc3c2n1,91,101,101,0.0,101,3,101,107
CSCCC(NC(=O)c1cccc(C)c1)C(=O)OCC(=O)Nc1c(C)nn(-c2ccccc2)c1C (stereo not drawn),104,91,96,0.2,103,-2,101,100
CC(=O)Nc1ccc(C(=O)OCC(=O)Nc2c(C)n(C)n(-c3ccccc3)c2=O)cc1,100,107,96,-0.2,97,-1,96,100
Cc1ccc(C(=O)C[n+]2ccccc2C)cc1[N+](=O)[O-],98,97,115,-0.1,105,5,96,92
O=C(N/N=C/c1cc([N+](=O)[O-])ccc1O)C1CC1,96,103,91,0.0,107,12,100,97

# Of the compounds above, these have bromine.
Structure,LAP4 TOR yeast,CR mimetic SO,CIT2 TOR yeast,Efflux pump mplx,MEP2 TOR yeast,AHR activator,RPL19A TOR yeast,AGP1 TOR yeast
O=C(COc1ccc(Br)cc1CO)Nc1ccccc1F,99,98,92,0.0,100,-12,98,98
O=C(CNC(=O)c1ccc(Br)o1)NCc1cccc(Cl)c1,89,92,96,0.1,102,-1,103,95

# Compound activity: PubChem, several laboratories
